Gli-Sufu antag: blocks Gli-Sufu signaling in a luciferase reporter; AID 588413; inhibition, % at 5 µM; 0.74% of 340,000 active; Sufu-KO-LIGHT fibroblasts, Gli luciferase reporter luminescence;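 active = inhibition above about 55%, limit read from the data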;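 also: 0% = DMSO-treated cells and 100% = wells with medium but no cells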
EBI2 antag: blocks human EBI2 receptor beta-arrestin signaling; P32249; EBI2 beta-arrestin recruitment, luminescence, 7a,25-OHC stimulated; inhibition, % at 5 µM; 0.81% of 360,000 active; AID 651636; in the data active = inhibition above about 38%;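 also: enzyme fragment complementation signal reports receptor beta-arrestin coupling in cells; 0% = agonist plus DMSO wells and 100% = wells without agonist; some results beyond the cut were filed as inactive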
Target sequence (P32249 whole entry, looked up, the tested form may be a part): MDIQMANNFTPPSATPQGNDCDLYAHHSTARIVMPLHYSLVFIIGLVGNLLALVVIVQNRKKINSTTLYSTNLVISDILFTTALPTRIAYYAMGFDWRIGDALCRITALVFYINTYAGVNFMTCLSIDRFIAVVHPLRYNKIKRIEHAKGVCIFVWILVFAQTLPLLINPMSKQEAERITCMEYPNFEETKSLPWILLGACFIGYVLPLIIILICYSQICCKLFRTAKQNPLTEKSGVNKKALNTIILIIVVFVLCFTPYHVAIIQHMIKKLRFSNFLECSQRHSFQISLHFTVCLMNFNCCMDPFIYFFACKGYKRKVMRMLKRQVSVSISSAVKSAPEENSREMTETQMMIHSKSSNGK
APJ agonist: APJ receptor agonism; 0.11% of 330,000 active; CHO-K1 APJ PathHunter beta-arrestin, luminescence; 0% DMSO wells, 100% apelin; P35414; activation, % at 20 µM; AID 2520;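 active = activation more than six SD over the plate average, tested at 20 µM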;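 also: 0% = DMSO alone and 100% = apelin-13 at 10 nM; some results filed as inactive read as strong as hits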
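Material: CHO-K1 APJ beta-arrestin complementation cell line; Input: cell density 1000 per well; Incubation: compound stimulation 90 min at 25 °C, detection 60 min; Signal: luminescence from split beta-galactosidase complementation, Galacton Star/Emerald II substrate; Controls: DMSO-only wells as negative, 10 nM Apelin-13 as positive control.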
CCR6 antagonist: antagonists of human CCR6 receptor. P51684. CHO-K1 CCR6 PathHunter beta-arrestin, luminescence, CCL20-stimulated. inhibition, % at 20 µM. 0.49% of 340,000 active. AID 493098;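 active = compounds whose inhibition of the agonist-driven luminescence signal at 20 µM reaches about 50%, limit read from the data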;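 also: cells stimulated with CCL20 at 14 nM final; plate controls were DMSO with CCL20 for no effect and DMSO without agonist for full effect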
APJ antag: blocks the human apelin receptor APJ; inhibition, % at 20 µM; CHO-K1 APJ beta-arrestin complementation, luminescence; 0.32% of 330,000 active; P35414;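 active = inhibition above about 40% at 20 µM, limit read from the data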;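 also: cells challenged with 10 nM apelin-13 agonist together with compound; plate controls were apelin-13 plus DMSO wells for no effect and DMSO wells lacking apelin-13 for full effect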
CXCR6 inh: inhibitors of human CXCR6 receptor; 0.36% of 360,000 active; AID 602244; inhibition, % at 20 µM; CHO-K1 PathHunter CXCR6 beta-arrestin, luminescence; O00574; in the data active = inhibition above about 34%, passing the limit was not always enough;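 also: antagonist mode with CXCL16 agonist at 10 nM final; 0% = 10 nM CXCL16 with DMSO and 100% = unstimulated wells without agonist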
Target sequence (O00574 whole entry, looked up): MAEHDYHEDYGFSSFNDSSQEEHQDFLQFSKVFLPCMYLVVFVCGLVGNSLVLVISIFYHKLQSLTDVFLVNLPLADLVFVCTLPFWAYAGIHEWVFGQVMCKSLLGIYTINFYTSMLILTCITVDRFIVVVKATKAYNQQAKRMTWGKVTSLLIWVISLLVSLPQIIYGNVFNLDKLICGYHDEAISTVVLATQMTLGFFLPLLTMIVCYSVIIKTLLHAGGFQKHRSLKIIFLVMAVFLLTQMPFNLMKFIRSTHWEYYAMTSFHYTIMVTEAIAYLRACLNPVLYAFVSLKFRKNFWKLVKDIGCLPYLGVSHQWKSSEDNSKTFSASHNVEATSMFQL
UBC13 polyUb: blocks human UBC13 polyubiquitin chain formation. P61088. TR-FRET. inhibition, % at 20 µM. 0.47% of 330,000 active. AID 485273; in the data active = inhibition above about 45%, passing the limit was not always enough
ATG4B inh: inhibitors of human ATG4B cysteine protease; ATG4B cleavage of LC3-PLA2, NBD-HPC fluorescence, 1 h; 0.51% of 340,000 active; Q9Y4P1; AID 504462; inhibition, % at 8.33 µM; in the data active = inhibition above about 40%
Target sequence (Q9Y4P1 whole entry, looked up): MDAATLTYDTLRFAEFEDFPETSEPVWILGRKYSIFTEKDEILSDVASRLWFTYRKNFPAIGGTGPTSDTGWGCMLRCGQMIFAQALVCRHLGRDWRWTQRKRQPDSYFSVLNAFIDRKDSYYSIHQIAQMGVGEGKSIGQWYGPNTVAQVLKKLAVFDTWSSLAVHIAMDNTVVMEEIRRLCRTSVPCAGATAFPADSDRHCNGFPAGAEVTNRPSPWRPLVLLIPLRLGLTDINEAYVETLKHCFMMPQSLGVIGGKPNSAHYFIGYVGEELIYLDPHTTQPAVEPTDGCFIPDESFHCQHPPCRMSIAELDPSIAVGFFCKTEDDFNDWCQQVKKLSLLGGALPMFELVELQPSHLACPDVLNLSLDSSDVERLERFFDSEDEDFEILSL
* = called active by the depositor; . = not tested or not shown; & = joins results of further samples.

SMILES	Gli-Sufu antag	EBI2 antag	APJ agonist	CCR6 antagonist	APJ antag	CXCR6 inh	UBC13 polyUb	ATG4B inh
Cc1ccc(NC(=O)C(C)SCc2nc3sc(C)c(C)c3c(=O)[nH]2)nc1 (configuration not stated)	-13	-5	5	8	-46	2	-4	3
Cc1onc(C(=O)NN)c1C(=O)N1CCN(C(c2ccccc2)c2ccccc2)CC1	6	-5	-2	18	8	2	-9	-11
Oc1ccc2ccccc2c1CN1CCCC1	11	5	-2	-4	1	-13	-2	2
O=C(COc1ccccc1Cl)N(Cc1ccco1)C1CCS(=O)(=O)C1 (configuration not stated)	7	-10	-3	14	10	8	0	-6
COc1cc(C(=O)O/N=C(\N)c2ccc([N+](=O)[O-])cc2)cc(OC)c1OC	-1	-10	9	-14	-29	-18	-2	-1
COC(=O)c1cc(NC(=O)CC2SC(=Nc3ccccc3)N(CCc3c[nH]c4ccccc34)C2=O)cc(C(=O)OC)c1 (configuration not stated)	16	9	1	10	-5	3	-10	-15
O=C1OCC(CO)(CO)N=C1NNc1ccc(Cl)c(Cl)c1	1	7	-9	35	55*	24	6	4
N#Cc1c(N2CCOCC2)nsc1-c1ccccc1	-29	-5	0	-6	7	-12	4	-3
CCOC(=O)C(=O)Nc1cc(Cl)ccc1C	2	-3	0	-11	-4	0	-2	-2
O=C1CCC(C(=O)OCc2cc(Cl)ccc2OC(F)F)N1 (configuration not stated)	0	-7	-2	-10	-15	1	8	4
CCN(c1ccccc1)S(=O)(=O)c1ccc(C(=O)N2CCOCC2)cc1	-7	-5	-1	-5	2	6	-1	-8
O=C(O)CCNS(=O)(=O)c1ccccc1Br	-4	-1	0	5	-13	2	-3	-1
CC(C)(C)C1=C(C#N)C(c2ccncc2)C(C#N)=C(N)O1 (configuration not stated)	0	4	2	9	7	-2	6	6
Nc1c(NCc2ccccc2F)c(=O)[nH]c(=O)n1Cc1ccccc1	-1	-7	-5	4	15	8	3	-1
CC(C)CC1Nc2ncnc(N3CCOCC3)c2N(Cc2ccccc2)C1=O (configuration not stated)	6	8&1	-2	-1	5	-5&0	-11	-3
O=C(COC(=O)c1ccc(Cl)nc1)Nc1ccc(N2CCOCC2)cc1	-22	0	-1	1	-13	-9	-3	-11
O=c1ccc2ccc(O[C@@H]3O[C@H](CO[C@@H]4OC[C@](O)(CO)[C@H]4O)[C@@H](O)[C@H](O)[C@H]3O)cc2o1	-1	-7	-5	2	1	6	12	0
O=C(CSc1ccc2ccccc2c1)Nc1ccncc1	0	4	3	1	-10	-9	14	-12
O=C(c1cccc(C(F)(F)F)c1)N1CCCCCC1	0	-3	-2	-2	9	-5	-9	-4
COc1ccc(/C=N/Nc2nonc2N)cc1OC	1	-12	2	7	2	-1	15	4
CCCCN1C(=O)Cc2c1nc(N)c1c(N)nc(N(CCC)CCC)c(C#N)c21	-7	13	.	6	.	4	.	-11
O=C(O)CSc1nnnn1-c1ccccc1	1	-3	-3	-4	15	-2	5	5
Cc1cc(C)c2nc(SCC(=O)Nc3ccccc3N3CCOCC3)c(C#N)cc2c1	1	40	-1	0	-17	7	11	-7
O=C(CBr)N1CCc2ccccc2C(c2ccccc2)C1 (configuration not stated)	6	-7	2	5	10	6	-1	7
Cc1cccc(NC(=O)CCCCC(=O)Nc2cccc(C)c2)c1	-3	8	-1	8	13	2	-6	-5
Cc1nn(Cc2ccccc2)c(C)c1C(=O)NCC(c1cccs1)N1CCOCC1 (configuration not stated)	-1	-2	1	6	7	3	2	-4
CSc1nnc2c(n1)OC1(Nc3ccccc3-2)C(=O)Nc2ccccc21 (configuration not stated)	-5	2	-3	18	18	4	-17	-5
CCCCn1c(N)c(N(Cc2ccccc2OC)C(=O)C(C)Oc2ccc(Br)cc2)c(=O)[nH]c1=O (configuration not stated)	1	7	.	1	.	10	.	-7
COc1cc(C(=O)N2CCNCC2)cc(OC)c1OC	-6	-7	-4	-11	7	-1	-10	-4
CC(=O)Nc1ccccc1NC(=O)C/C(C)=N/NC(=O)c1cccnc1	-9	-15	-2	-4	5	5	-2	1
COc1cccc(CC(=O)NC2CCCN(Cc3ccc(Cl)cc3)C2)c1 (configuration not stated)	23	-5	-2	20	7	-4	-1	-3
O=C1N/C(=C\c2ccc(O)cc2)C(O)=C1C=NCc1ccccc1	71*	8	1	16	7	-1	-7	-11
O=C(c1cccs1)N1CCN(C(=O)N2CCOCC2)CC1	3	1	-13	6	10	3	0	-19
CCC(=O)NNc1nc2c(C)cccc2s1	4	-8	-1	-7	-9	-32	5	-3
COc1ccc(Cl)cc1NC(=O)CN1CCc2ccccc21	7	6	-3	20	-10	3	5	2
Cc1ccc(-n2ncc3c2CCCC3NC(=O)CCc2cnn(C)c2)cc1C (configuration not stated)	6	7	2	3	-21	-7	-6	4
COc1ccc(C2=NOC(C)(c3nnc(-c4ccc(Cl)cc4)o3)C2)cc1 (configuration not stated)	-7	14	2	5	-40	0	-7	3
Brc1ccc(C[n+]2ccccc2)cc1	-3	-9	6	-3	14	12	7	-7
COC(=O)CN1C(=O)[C@H]2[C@@H](C3CC3)N3C(=O)CN(Cc4ccc(-c5ccccc5)cc4)C(=O)[C@@]3(Cc3ccccc3)[C@H]2C1=O	0	-6	-3	-1	-51	-1	5	-1
CCC(C(=O)Nc1cnccn1)c1ccccc1 (configuration not stated)	2	1	3	15	-36	2	-15	6

Grouped by structure: the entries above containing a Cl atom.
SMILES	Gli-Sufu antag	EBI2 antag	APJ agonist	CCR6 antagonist	APJ antag	CXCR6 inh	UBC13 polyUb	ATG4B inh
O=C(COc1ccccc1Cl)N(Cc1ccco1)C1CCS(=O)(=O)C1 (configuration not stated)	7	-10	-3	14	10	8	0	-6
O=C1OCC(CO)(CO)N=C1NNc1ccc(Cl)c(Cl)c1	1	7	-9	35	55*	24	6	4
CCOC(=O)C(=O)Nc1cc(Cl)ccc1C	2	-3	0	-11	-4	0	-2	-2
O=C1CCC(C(=O)OCc2cc(Cl)ccc2OC(F)F)N1 (configuration not stated)	0	-7	-2	-10	-15	1	8	4
O=C(COC(=O)c1ccc(Cl)nc1)Nc1ccc(N2CCOCC2)cc1	-22	0	-1	1	-13	-9	-3	-11
COc1cccc(CC(=O)NC2CCCN(Cc3ccc(Cl)cc3)C2)c1 (configuration not stated)	23	-5	-2	20	7	-4	-1	-3
COc1ccc(Cl)cc1NC(=O)CN1CCc2ccccc21	7	6	-3	20	-10	3	5	2
COc1ccc(C2=NOC(C)(c3nnc(-c4ccc(Cl)cc4)o3)C2)cc1 (configuration not stated)	-7	14	2	5	-40	0	-7	3

(listing goes on)
SMILES	Gli-Sufu antag	EBI2 antag	APJ agonist	CCR6 antagonist	APJ antag	CXCR6 inh	UBC13 polyUb	ATG4B inh
CC(Oc1ccc(Cl)cc1Cl)C(=O)Nc1ccc(S(=O)(=O)Nc2cnc3ccccc3n2)cc1 (configuration not stated)	-1	.	-3	-3	-14	.	-11	-11
CCn1[nH]c(=O)c(=Nc2c(C)n(C)n(-c3ccccc3)c2=O)cc1-c1ccc(Cl)cc1	-1	1	-2	-4	13	-3	6	-7
CCOc1ccccc1NC(=O)CCCc1ccc(OC)c(C)c1	-10	4	0	18	-30	-6	-1	13
Cc1ccccc1-c1nnc(SCC(=O)NC2CCS(=O)(=O)C2)n1C (configuration not stated)	5	-18	0	14	7	-3	6	5
CCOC(=O)NCc1ccc2c(c1)cc(C)n2C	8	-1	-4	0	5	-3	-5	-5
Cc1cc(N2CC(=O)N(CCc3ccccc3)C(=O)C2)n2ncnc2n1	0	-7	-3	6	-8	-9	-1	-6
CN(Cc1ccccc1)CC(O)COc1ccc(CNCc2nccn2C)cc1 (configuration not stated)	16	5	-3	-3	12	6	0	23
COc1ccc(CNC(=O)N2CCN(c3ccc(F)cc3)CC2)cc1Cl	5	17	-1	-4	-4	-2	2	-49
CN1CCN(C(=O)C2CCN(S(=O)(=O)c3ccccc3[N+](=O)[O-])CC2)CC1	1	-6	-3	2	6	1	-6	7
CCn1c(NCc2ccc(OC)cc2)nc2ccccc21	-12	6	-4	-1	9	-4	5	-6
CCOC(=O)C(c1ccccc1)N1CCN(c2ccc(OC)cc2)CC1 (configuration not stated)	0	4	4	5	6	-3	-12	-8
Cc1ccc(N2CCN(S(=O)(=O)c3c(C)nc4scc(C)n4c3=O)CC2)c(C)c1	11	-2	3	8	14	-11	-11	1
COc1ccc(CN2C(=O)c3cccnc3C2=O)cc1S(=O)(=O)N1CC(C)Oc2ccccc21 (configuration not stated)	-8	2	-4	4	12	14	-2	-13
CCCC(c1nnnn1CCOC)N1CCN(c2cccc(OC)c2)CC1 (configuration not stated)	-1	1	.	1	.	0	.	-6
Cn1c(=O)c2ncn(CC(=O)Nc3cc(C(F)(F)F)ccc3N3CCOCC3)c2n(C)c1=O	8	-5	-5	-12	-1	-2	16	0
Cc1c(Cl)cnc(NC(=O)COC(=O)c2ccc([N+](=O)[O-])s2)c1Cl	-10	-10	3	6	-23	-4	-20	9
CN1CCN(CCOCCOc2c(Cl)cc(Cl)cc2Cl)CC1	-3	-3	-1	-2	-9	0	10	1
CCOCCCNC(=O)CN1C(=O)COc2ccc(S(=O)(=O)N3CCCC3)cc21	11	-10	4	13	-31	-2	-9	-4
Cc1cccc(C(=O)N2CCCC(N3CCN(c4ccc(F)cc4)CC3)C2)n1 (configuration not stated)	1	-1	9	7	0	-4	-3	-3
Cc1ccc(NC(=O)c2c(C)nc(Nc3nc4ccccc4o3)nc2C)cc1	-6	1	-1	-1	-4	-3	-2	-13
COc1ccc(C2c3c(-c4ccccc4O)n[nH]c3C(=O)N2CCc2ccc(OC)c(OC)c2)cc1 (configuration not stated)	-17	20	-4	11	-14	1	-18	17
CCC(C)NC(=O)[C@H]1N2C(=O)c3c(ccc(OC)c3OC)C2SC1(C)C (some centres not stated)	-5	8	-1	8	6	4	2	0
O=c1cc(-c2ccc(O)c(O)c2)oc2c(C3O[C@H](CO)[C@@H](O)[C@H](O)[C@H]3O)c(O)cc(O)c12 (some centres not stated)	0	-3	8	7	1	14	-15	-5
COC(=O)c1ccc(Cn2cnc3c(sc4nc(N5CCOCC5)c5c(c43)CCCC5)c2=O)o1	8	20	20	16	-23	13	32	-18
CCc1ccc(N2Cc3ccccc3C2)cc1	-66	9	3	6	-17	-1	-15	7
Cn1nc(-c2ccc(Cl)cc2)c2cc(C(=O)N3CCN(c4ccccc4)CC3)sc21	-3	15	1	8	12	-2	2	-9
O=C(NCc1ccc(F)cc1)c1cc(S(=O)(=O)N2CCCCC2)ccc1N1CCOCC1	16	-19	-3	7	-4	-4	5	4
O=C(NCc1ccccc1Br)c1cccc2c1C(=O)c1ccc(-c3ccc(OC(F)(F)F)cc3)cc1S2(=O)=O	-15	-6	0	-1	-6	1	-5	-2
OC(Cc1cccnc1)(c1ccccc1)c1ccccc1	1	4	.	19	.	0	.	0
CCOC(=O)N1CCN(c2nc(C)cc(C(F)(F)F)n2)CC1	6	5	2	3	6	-2	5	-7
CCO[C@@H]1OC(C(=O)N2CCN(Cc3ccccc3)CC2)=C[C@H](c2ccccc2)[C@H]1CCCO	11	31	-9	48	-5	37	-6	3
CCn1c(SCC(=O)c2ccccc2)nnc1-c1ccoc1C	-14	2	1	10	11	-1	-3	4
Cc1c2c(nc3c(C)cccc13)OC(C)C2 (configuration not stated)	-16	-2	-1	-7	19	-14	2	-6
COc1ccc(-c2noc(CCC(=O)Nc3cc(OC)ccc3OC)n2)cc1	-2	-5	0	22	26	-8	19	-1
O=C(NCCCN1CCCCC1)C1CCC(=O)N1CCc1ccccc1 (configuration not stated)	9	-6	-3	8	28	-4	4	13
Cc1cc(C)cc(-n2c(SCC(=O)NCc3ccco3)nc3ccccc3c2=O)c1	6	6	-6	0	8	11	9	3
COCCN1CCc2[nH]c(=S)[nH]c(=O)c2C1	-1	0	0	9	13	-6	-1	4
Cc1ccc(Br)cc1S(=O)(=O)Nc1cccnc1	24	-5	-4	8	8	-8	2	-7
